Compound activity (PubChem)
DSG3 Ab inh – inhibitors of pemphigus antibody binding to DSG3, primary screen, biochemical, bead-based, flow cytometry, scFv-GFP; 310,000 tested, 0.48% active; DSG3-coupled beads, scFv-anti-DSG3-GFP binding; active compounds read low; Desmoglein-3 (Homo sapiens), P32926; binding (percent of control), % at 10 µM; AID 588358, 2011;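 active means binding more than 3 SD below its plate's average and above zero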;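 further: hits lower antibody fragment binding to DSG3; some compounds called inactive have numbers as strong as hits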
Target sequence (P32926 whole entry, looked up, the tested form may be a part): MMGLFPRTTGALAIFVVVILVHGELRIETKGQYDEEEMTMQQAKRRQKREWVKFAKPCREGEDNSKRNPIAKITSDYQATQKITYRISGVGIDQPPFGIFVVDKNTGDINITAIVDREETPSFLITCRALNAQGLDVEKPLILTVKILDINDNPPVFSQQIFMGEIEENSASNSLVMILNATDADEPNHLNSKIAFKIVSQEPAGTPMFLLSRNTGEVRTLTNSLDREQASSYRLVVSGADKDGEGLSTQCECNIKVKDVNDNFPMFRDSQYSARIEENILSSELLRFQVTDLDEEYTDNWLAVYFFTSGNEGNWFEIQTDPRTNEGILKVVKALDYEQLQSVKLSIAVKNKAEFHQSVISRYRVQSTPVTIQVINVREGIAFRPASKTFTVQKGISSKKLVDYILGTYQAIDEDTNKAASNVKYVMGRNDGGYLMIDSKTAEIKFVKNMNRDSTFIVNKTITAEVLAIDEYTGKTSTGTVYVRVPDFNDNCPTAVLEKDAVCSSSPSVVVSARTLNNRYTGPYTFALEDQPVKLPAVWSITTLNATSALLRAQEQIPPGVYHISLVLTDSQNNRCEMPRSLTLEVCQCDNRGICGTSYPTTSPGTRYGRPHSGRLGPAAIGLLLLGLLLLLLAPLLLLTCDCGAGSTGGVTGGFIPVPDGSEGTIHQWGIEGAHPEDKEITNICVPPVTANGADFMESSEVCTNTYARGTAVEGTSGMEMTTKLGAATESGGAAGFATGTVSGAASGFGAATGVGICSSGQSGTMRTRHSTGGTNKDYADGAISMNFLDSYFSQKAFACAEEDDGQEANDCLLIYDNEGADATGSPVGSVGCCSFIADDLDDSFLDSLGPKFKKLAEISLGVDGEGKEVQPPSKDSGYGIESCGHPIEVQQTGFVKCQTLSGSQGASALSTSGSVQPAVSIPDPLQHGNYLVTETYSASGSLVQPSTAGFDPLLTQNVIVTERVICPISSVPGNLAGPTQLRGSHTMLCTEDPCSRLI
PKA-R1A act – activators of PKA-R1A holoenzyme, primary screen, biochemical, fluorescence polarization, Cy5-IP20, bovine R1A, mouse PKAc | activation, % at 11.4 µM | cAMP-dependent protein kinase type I-alpha regulatory subunit (Bos taurus) + … | PKA-R1A dissociation; scaled: DMSO 0%, 113 µM cGMP 100% | 340,000 tested, 0.083% active;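 active means percent activation above the mean of all tested compounds plus 3 SD, cut at about 19% in these data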;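 further: higher means more PKAc released from R1A so a rise in polarization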
PfHsp90 set2 – growth inhibition of PfHsp90-expressing yeast, primary screen, antimalarial PfHsp90 inhibitor project, S. cerevisiae, BacTiter-Glo luminescence, single point, set 2; 310,000 tested, 0.32% active; inhibition, % at 9.4 µM; BacTiter-Glo ATP, 48 h; yeast lacking PDR1 and PDR3 efflux regulators; AID 504621, 2011;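 active means every replicate shows inhibition above about 80%, whatever the replicate mean, limit read from the data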;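 further: 0% = DMSO neutral controls and 100% = 20 µM radicicol positive controls; yeast relying on Plasmodium falciparum Hsp90 in place of its own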
OPRM1-OPRD1 inv – inverse agonists of MOR-DOR heterodimerization, primary screen, cell-based, luminescence | cell-based MOR-DOR heterodimer luminescence, inverse agonism | inhibition, % at 9.3 µM | 340,000 tested, 0.21% active | AID 504357, 2011; in the data active means inhibition above about 22%, passing the limit was not always enough;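 further: 0% = cells with DMSO and 100% = wells without cells with DMSO; values of inactives mirror those of a sister screen read the other way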
Ecoli viability – E. coli V3065 growth inhibition, primary screen, counter-screen for AddAB inhibitor project, absorbance, OD600. inhibition, % at 11.9 µM. 18 h. 330,000 tested, 0.27% active;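 active means inhibition above the campaign's mean inhibition across all tested compounds plus 3 SD, cut at about 9.9% in these data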;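 further: uninfected addAB+ strain grown without phage in ampicillin broth; 0% = DMSO wells and 100% = ciprofloxacin 0.95 µg/ml wells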
HTR5A ag – HTR5A agonists in luminescence cell assay, primary screen, counter-screen for OPRM1-OPRD1 heterodimer agonist project, full-deck HTS. cell-based. activation, % at 9.3 µM. 340,000 tested, 0.61% active. AID 504692, 2011; in the data active means activation mostly above about 9.5%, no sharp cut-off; inactive means mostly below about 7.6%;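 further: 0% = cells with vehicle only and 100% = reference agonist; strong numbers were not always called active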
AddAB inh – growth inhibition of E. coli expressing H. pylori AddAB, primary screen, AddAB inhibitor project, absorbance. inhibition, % at 11.9 µM. 330,000 tested, 0.29% active; in the data active means inhibition above about 12%;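 further: 0% = vehicle wells of infected cells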
OPRM1-OPRD1 ag – agonists of OPRM1-OPRD1 heterodimerization, primary screen, cell-based, luminescence; Mu-type opioid receptor (Homo sapiens) + Delta-type opioid receptor (Homo sapiens), …; cells; activation, % at 9.3 µM; 340,000 tested, 0.3% active; AID 504326, 2011; in the data active means activation above about 18%;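 further: 0% = vehicle-treated cells and 100% = reference agonist; values of inactives mirror those of a sister screen read the other way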
Mot1-301 SUMO – yeast Mot1-301 growth rescue at high temperature, primary screen, SUMOylation pathway inhibitor project, S. cerevisiae, ATP luminescence, 38.5C | 320,000 tested, 1% active | growth rescue, % at 18.8 µM | S. cerevisiae Mot1-301 growth rescue; percent above DMSO median, 100 means doubled | AID 2716, 2010;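 active means every valid replicate shows activation above 250% relative to neutral control wells; inactive means the rest, any valid replicate at or below 250%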;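 further: OY570 slx delta 5 strain wells were the positive control but not used for scaling; some compounds called inactive have numbers as strong as hits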
HTR5A inv ag – HTR5A inverse agonists in luminescence cell assay, primary screen, counter-screen for OPRM1-OPRD1 heterodimer inverse agonist project, full-deck HTS; inhibition, % at 9.3 µM; 340,000 tested, 0.083% active; HTR5A cell line, inverse agonism; in the data active means inhibition mostly above about 23%, no sharp cut-off; inactive means mostly below about 18%;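 further: 0% = cells with DMSO and 100% = no-cell wells with DMSO; some compounds called inactive have numbers as strong as hits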
phage Ecoli inh – growth loss of phage-infected E. coli, primary screen, RecBCD inhibitor project, absorbance, with phage, HTS; inhibition, % at 11.9 µM; 360,000 tested, 0.26% active; in the data active means inhibition above about 11%
Numbers without * were called inactive; . = not tested or not shown.

The first three entries, to show the layout:
SMILES	DSG3 Ab inh	PKA-R1A act	PfHsp90 set2	OPRM1-OPRD1 inv	Ecoli viability	HTR5A ag	AddAB inh	OPRM1-OPRD1 ag	Mot1-301 SUMO	HTR5A inv ag	phage Ecoli inh
CC(=O)N1CCN(C(=O)c2c(-c3ccccc3)noc2C)CC1	107	-13	-9	8	-1.6	0	-0.2	-1.6	4	-1	1.2
O=C(NCCS(=O)(=O)NCc1ccco1)c1ccccc1	105	-3	.	15	-2.1	-3	-0.9	-2.9	-16	6	-0.5
N#CC1=C(N)C(C#N)(C#N)[C@H](c2ccncc2)[C@H]2CC3(CC=C12)OCCO3	101	-2	6	9	1.0	7	1.9	-1.8	2	-12	3.9

Results, repeating the preview:
SMILES	DSG3 Ab inh	PKA-R1A act	PfHsp90 set2	OPRM1-OPRD1 inv	Ecoli viability	HTR5A ag	AddAB inh	OPRM1-OPRD1 ag	Mot1-301 SUMO	HTR5A inv ag	phage Ecoli inh
CC(=O)N1CCN(C(=O)c2c(-c3ccccc3)noc2C)CC1	107	-13	-9	8	-1.6	0	-0.2	-1.6	4	-1	1.2
O=C(NCCS(=O)(=O)NCc1ccco1)c1ccccc1	105	-3	.	15	-2.1	-3	-0.9	-2.9	-16	6	-0.5
N#CC1=C(N)C(C#N)(C#N)[C@H](c2ccncc2)[C@H]2CC3(CC=C12)OCCO3	101	-2	6	9	1.0	7	1.9	-1.8	2	-12	3.9
COc1cccc(NC(=O)[C@H](C)NC(=O)N2CCn3c2nc2ccccc23)c1	103	-10	15	.	-2.8	.	0.0	.	-3	.	3.3
CCc1ccc(NC(=O)C2CC(=O)N=C(N)S2)cc1 (stereo unspecified)	.	13	2	2	-1.6	2	0.6	-0.3	-4	-6	0.8
CCOC(=O)c1ccc(NC(=O)NCc2ccccc2)cc1	94	1	-1	-13	-2.1	-1	-3.4	1.8	-3	2	-0.3
COc1ccc(CN2CCCCC2C)cc1C (stereo unspecified)	112	-8	-14	14	3.0	-2	0.8	-2.3	1	-20	0.9
O=C(CSc1nc2ncc(Cl)cc2[nH]1)Nc1ccccc1-c1ccccc1	101	0	7	-10	1.4	1	4.0	1.9	-12	0	0.7
O=C1c2ccccc2C(Nc2ccc(Cl)cn2)N1c1ccccn1 (stereo unspecified)	88	-8	5	9	-0.8	-3	-1.2	-1.6	8	-18	2.5
O=C(Cc1ccc(Cl)cc1)c1c[nH]c(C(=O)NCc2cccnc2)c1	97	-1	-7	3	0.2	5	2.8	-0.5	17	-15	5.3
COc1cccc(CNC(=O)c2ccncc2)c1	.	8	3	9	0.4	-2	5.6	-1.7	-28	-17	-0.7
COc1cccc(C(=O)O/N=C(\N)c2ccc(C)cc2)c1	89	1	-17	-9	-2.2	2	1.9	1.9	0	-8	1.1
COc1ccc(N2CCN(Cc3nc4c(c(=O)n(C)c(=O)n4C)n3Cc3ccccc3C)CC2)cc1	104	-10	2	4	.	0	.	-0.7	.	16	3.8
CCc1ccc2c(c1)C1(C(=O)N2)N2CCCC2C(C(=O)c2ccc3ccccc3c2)C12C(=O)Nc1ccccc12 (stereo unspecified)	.	-3	20	-46	-0.1	5	1.5	8.9	12	8	4.7
CCN(CC)c1ccc(N2C(=O)/C(=C/c3cccs3)SC2=S)cc1	.	4	-31	7	-0.9	9	2.5	-1.1	-14	-6	2.8
CC1=C(C(=O)N2CCCC(N3CCN(c4ccccc4C)CC3)C2)OCCO1 (stereo unspecified)	96	5	0	13	3.2	1	2.5	-2.5	-5	12	1.6
CCOC(=O)c1c(C)n(C)c2ccc(OC(=O)c3ccc(N4C(=O)CCC4=O)cc3)cc12	120	1	-41	18	-2.1	3	-0.3	-3.4	8	-2	1.3
O=C1c2ccccc2OC2(C=Cc3ccccc3O2)N1Cc1ccccc1 (stereo unspecified)	112	9	-2	-21	-0.4	-1	0.0	3.7	138	-25	3.4
Cc1ccc(S(=O)(=O)N[C@H](C(=O)NCC2CCC(C(=O)O)CC2)C(C)C)cc1 (stereo partly specified)	.	-7	18	9	.	3	.	-2.1	283	-11	3.9
Cc1ccccc1-c1nnn(CC(=O)Nc2cccc(S(N)(=O)=O)c2)n1	75	-4	3	11	2.5	-1	-0.1	-2.4	-11	2	-1.8
Cc1nn(C(C)C(=O)NCCCc2ccccc2)c(=O)c2cc3occc3n12 (stereo unspecified)	.	2	28	3	-1.2	2	2.3	-0.4	60	-5	1.9
CC(C)(C)C(=O)Nc1ccccc1C(=O)OCC(=O)c1ccc2c(c1)OCCO2	.	-7	-10	5	-2.2	6	-0.6	-0.8	-11	3	1.2
C[C@@H](NC(=O)[C@@H]1Cc2ccccc2CN1)C(=O)NCC1CCCO1 (stereo partly specified)	90	-8	-7	8	-1.4	0	1.8	-1.5	15	-15	4.0
CCCCc1cc(=O)oc2cc(O)ccc12	89	0	5	11	1.7	1	3.8	-1.9	-9	-4	5.4
CC(=O)Nc1ccc(-c2sc(Nc3ccccc3)n[n+]2C)cc1	100	-15	-18	18	0.9	1	3.2	-3.3	-1	6	-0.2
O=C(c1ccc(N2CCN(C(=O)c3cccc(F)c3)CC2)cc1)c1cccc(F)c1	109	5	-15	-15	2.1	3	0.6	4.7	3	7	2.8
O=[N+]([O-])c1cc(Br)c(Nc2ccccc2)c([N+](=O)[O-])c1	106	4	120*	-16	-1.0	-1	3.5	3.5	91	4	1.5
C=CCn1c(SCC(=O)c2c(N)n(CCC)c(=O)n(C)c2=O)nc2sc(CC)cc2c1=O	109	-12	17	9	3.0	-5	3.0	-2.2	14	10	0.4
COC(=O)c1c(NC(=O)CC2SC(N)=NC2=O)sc2c1CCCC2 (stereo unspecified)	102	-5	5	18	-1.3	-3	0.0	-3.2	-24	-18	-0.2
COc1ccc([N+](=O)[O-])cc1NC(=S)NC(NC(=O)Cc1ccc(OC)c(OC)c1)C(Cl)(Cl)Cl (stereo unspecified)	.	0	-2	9	-0.8	-3	2.2	-1.5	-1	-8	-0.8
CC(=O)Nc1ccc(S(=O)(=O)Nc2ccc3[nH]c(=O)[nH]c3c2)cc1	94	-9	-1	-4	1.7	1	2.4	0.5	1	-2	-0.1
S=C1N(c2ccccc2)C(c2cccc3ccccc23)N2CCCN12 (stereo unspecified)	107	-3	2	7	0.8	-2	3.1	-1.4	-27	15	1.6
CCOC(=O)NC(=O)CSc1nc2ccccc2[nH]1	104	-15	-34	-3	1.9	5	1.4	0.5	-1	-15	1.2
Cc1cccc(-c2nnc(SCC#N)n2C)c1	107	-6	-21	1	-2.2	-6	2.2	-0.2	-13	16	4.2
C=CCC1(CC=C)CCCN1C(=O)C1CCC(=O)N(CCc2ccc(Cl)cc2)C1 (stereo unspecified)	102	-3	8	3	-0.7	-2	3.7	-0.6	.	7	1.8
O=C(C1COc2ccccc2O1)N1CCN(c2ccc(F)cc2)CC1 (stereo unspecified)	106	10	11	-2	1.4	0	-1.6	0.3	1	9	0.0
COc1cccc(/C=N/NC(=O)c2[nH]c(C)c(C(=O)N/N=C/c3cccc(OC)c3)c2C)c1	96	-7	6	6	-3.0	6	2.1	-1.1	81	-25	3.4
COCCCNC(=S)Nc1ccc(OC(F)F)cc1C	116	-5	18	-2	1.4	-2	2.0	0.3	.	6	0.8
COCCNC(=S)N/N=C/c1ccc([N+](=O)[O-])cc1	100	-4	-18	-2	1.1	-1	2.6	0.3	-29	-8	3.1
COC(=O)c1ccc(COC(=O)c2ccc(CO)cc2)o1	97	2	-11	6	-2.9	-3	5.2	-0.8	2	8	2.5
Cc1cccn2c(=O)c3cc(C(=O)NCc4cccnc4)c(=N)n(C(C)C)c3nc12	102	-16	12	5	-1.2	7	-1.5	-0.9	759*	1	0.5
Cc1cccc(C)c1NC(=O)COC(=O)C1Cc2ccccc2CN1C(=O)c1ccccc1 (stereo unspecified)	122	7	6	7	1.6	-1	0.5	-1.4	-2	-4	2.0
CC(=O)Nc1ccc(S(=O)(=O)NNC(=O)c2sc(=S)n(C)c2C)cc1	101	5	3	10	2.3	1	-1.6	-1.9	12	-4	3.6
CC(C(=O)NC1C=CS(=O)(=O)C1)N1C(=O)/C(=C/c2cccc(Cl)c2)SC1=S (stereo unspecified)	103	-3	17	1	-0.2	15*	1.0	-0.1	-12	-17	3.6
O=C(O)CCCn1cc(NC(=O)COc2cc(F)ccc2[N+](=O)[O-])cn1	100	-6	28	10	0.0	-2	6.0	-2.0	16	5	1.4
CCOc1ccc(CNC(=O)c2ccc3nc(N4CCOCC4)sc3c2)cc1	103	-1	-20	2	3.0	6	1.4	-0.3	1	-18	2.5
COC(=O)Cn1c(CN2CCN(C(=O)c3ccco3)CC2)nc2c1c(=O)n(C)c(=O)n2C	107	14	-9	8	-0.9	5	2.8	-1.5	8	-6	5.2
O=C(CSc1nnc(-c2ccco2)o1)c1ccc([N+](=O)[O-])cc1	100	.	.	.	-4.5	.	-3.1	.	-3	.	5.9

Quoted from the listing.
`CC(=O)N1CCN(C(=O)c2c(-c3ccccc3)noc2C)CC1` | Ecoli viability: -1.6
`CC(C(=O)NC1C=CS(=O)(=O)C1)N1C(=O)/C(=C/c2cccc(Cl)c2)SC1=S` (stereo unspecified) | PfHsp90 set2: 17

An excerpt of these results, in CSV form:
SMILES,DSG3 Ab inh,PKA-R1A act,PfHsp90 set2,OPRM1-OPRD1 inv,Ecoli viability,HTR5A ag,AddAB inh,OPRM1-OPRD1 ag,Mot1-301 SUMO,HTR5A inv ag,phage Ecoli inh
COc1cccc(NC(=O)[C@H](C)NC(=O)N2CCn3c2nc2ccccc23)c1,103,-10,15,.,-2.8,.,0.0,.,-3,.,3.3
Cc1ccc(S(=O)(=O)N[C@H](C(=O)NCC2CCC(C(=O)O)CC2)C(C)C)cc1 (stereo partly specified),.,-7,18,9,.,3,.,-2.1,283,-11,3.9
C=CCC1(CC=C)CCCN1C(=O)C1CCC(=O)N(CCc2ccc(Cl)cc2)C1 (stereo unspecified),102,-3,8,3,-0.7,-2,3.7,-0.6,.,7,1.8
